GLP1R inv ag – qHTS of GLP-1 Receptor Inverse Agonists (Inhibition Mode). Glucagon-like peptide 1 receptor (Homo sapiens), P43220. HEK293 GLP-1R CRE-luciferase, luminescence, 24 h; GLP-1R form is constitutively active. Potency, µM (highest dose often 38.3 µM), without a hit: top-dose activity change, negative = inhibition, hits mostly inhibitors. actives 1.6% (n = 410,000); note: % is set by controls: 0 for no effect and ±100 for the full control effect; nearly all actives have a fitted effect of over 55% in size
Target sequence (P43220 whole entry, looked up): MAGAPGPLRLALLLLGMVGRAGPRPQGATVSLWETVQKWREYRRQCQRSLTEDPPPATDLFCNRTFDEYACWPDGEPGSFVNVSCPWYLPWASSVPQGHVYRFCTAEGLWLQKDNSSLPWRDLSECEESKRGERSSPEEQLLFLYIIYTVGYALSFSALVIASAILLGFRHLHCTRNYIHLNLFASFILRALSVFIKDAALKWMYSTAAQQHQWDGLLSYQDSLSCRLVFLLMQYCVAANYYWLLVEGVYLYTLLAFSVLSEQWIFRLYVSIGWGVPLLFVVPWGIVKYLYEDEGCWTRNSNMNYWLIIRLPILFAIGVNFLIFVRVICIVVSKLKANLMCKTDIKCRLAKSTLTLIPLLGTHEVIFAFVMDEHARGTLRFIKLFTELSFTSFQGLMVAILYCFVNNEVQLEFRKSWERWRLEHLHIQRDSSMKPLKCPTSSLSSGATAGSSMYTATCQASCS
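Cells are plated, allowed 12 hours at 37 deg C, then treated with compounds for 24 hr before luciferase detection reagent is added and luminescence is read after 12 min at room temperature. The HEK293 line carries constitutively active GLP-1R with a cAMP-responsive reporter.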
GLP1R ag – qHTS of GLP-1 Receptor Agonists; HEK293 GLP-1R CRE-luciferase, luminescence, 4-6 h; cells express a hypersensitive GLP-1R form; Potency, µM (series often up to 45.6 µM), for inactives: top-dose activation, most hits filed as activators; actives 0.007% (n = 380,000); note: % of control where 0% means no effect
KB-3-1 cytotox – qHTS assay for MDR1-selective chemotherapeutics: Primary screen using the parental adenocarcinoma cell KB-3-1. Potency, µM (series often up to 46.1 µM), for inactives: top-dose activity change, negative = cytotoxic, hits mostly cytotoxic. actives 1.4% (n = 400,000). KB-3-1 viability, CellTiter-Glo ATP luminescence, 72 h; note: % is set by controls: 0 for no effect and ±100 for the full control effect; nearly all actives have a fitted effect of over 60% in size
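KB-3-1 cells, DMEM (no phenol red) + 10% FBS; compound by pin transfer, 72 h, 37 °C. Readout: CellTiter-Glo luminescence after 10 min. Data normalized, curve-fitted.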
TDP43 rescue – qHTS of TDP-43 Inhibitors; TDP-43 expressing yeast growth rescue, BacTiter-Glo, 24 h; Potency, µM (doses to about 46.1 µM), without a hit: at the highest dose growth rescue (activation), most hits filed as activators; actives 1.8% (n = 410,000); note: % of control where 0% means no effect; nearly all actives have a fitted effect of over 50% in size
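In this qHTS, compounds that restore growth of yeast expressing TDP-43 appear as activators. Cells (OD600=0.02, galactose medium, raffinose-pregrown) are incubated with compound 24 hr at 30 deg C and growth is quantified by BacTiter-Glo.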
HT1080 IDH1KD tx – qHTS for induction of synthetic lethality in tumor cells producing 2HG: qHTS for the HT-1080-IDH1KD cell line; HT-1080 IDH1 knockdown viability, ATP luminescence, 48 h; Potency, µM (top dose mostly 46.1 µM), for the others: at the highest dose activity, negative = toxicity, hits mostly cytotoxic; actives 2% (n = 360,000); AID 686971, 2013;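 note: 0% = DMSO wells and -100% = cell-free medium wells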
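% activity derives from luminescence (CellTiter-Glo), normalised to DMSO and no-cell wells. HT-1080-IDH1KD cells, 750/well, had 48 h compound exposure at 37 °C.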
SW480 rereplic – A quantitative high throughput screen for small molecules that induce DNA re-replication in SW480 colon adenocarcinoma cells; SW480 DNA re-replication, Hoechst DNA content imaging, 48 h; Potency, µM (doses to about 46.1 µM), for the others: top-dose re-replication activation, usual class: activators; actives 1.8% (n = 340,000); note: % of control where 0% means no effect; nearly all actives have a fitted effect of over 55% in size
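Quantitative HTS format with DMSO vehicle controls; 48 hr drug incubation at 37 C, then 40 min Hoechst staining and scanning imager measurement at 405 nm excitation.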
KB-V1 cytotox – qHTS assay for MDR1-selective chemotherapeutics: Primary screen using the drug-selected MDR subline cells KB-V1; KB-V1 MDR cells viability, CellTiter-Glo, 72 h; actives 3.4% (n = 400,000); Potency, µM (highest dose often 46.1 µM), without a hit: top-dose activity change, negative = cytotoxicity, actives largely listed as cytotoxic; note: % is set by controls: 0 for no effect and ±100 for the full control effect; nearly all actives have a fitted effect of over 60% in size
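In this primary screen, KB-V1 cells overexpressing P-gp are incubated with library compounds (lowest to highest concentration) for 72 h at 37 degrees C before a luminescent ATP viability read.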
HEK293 tox – qHTS of GLP-1 Receptor Inverse Agonists: Cytotox Screen; HEK293 cAMP-luciferase reporter cells, luminescence, 24 h; Potency, µM (highest dose often 38.3 µM), inactives show top-dose activity change, negative = inhibition, most hits filed as inhibitors; actives 0.13% (n = 410,000); AID 624418, 2012;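 note: loss of luciferase light is scored as toxicity; % is set by controls: 0 for no effect and ±100 for the full control effect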
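To flag toxic compounds, the library was rerun on cells for 24 hr at 37 deg C and 5% CO2. Viability-linked luminescence was captured 12 min after adding luciferase detection reagent.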
HT1080-NT tox – qHTS for induction of synthetic lethality in tumor cells producing 2HG: qHTS for the HT-1080-NT fibrosarcoma cell line; HT-1080-NT fibrosarcoma viability, CellTiter-Glo ATP luminescence, 48 h; Potency, µM (titrated, usually from 46.1 µM), without a hit: at the top dose activity, negative = less viability, usual class: cytotoxic; actives 1.6% (n = 360,000);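 note: NT is the 2HG producing partner of a matched IDH1 knockdown line; 0% = DMSO-treated cells and -100% = media-only wells without cells; nearly all actives have a fitted effect of over 55% in size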
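Viability by CellTiter-Glo luminescence after 48 h compound exposure at 37C of HT-1080-NT cells (750/well, RPMI, 5% FBS). % activity scaled between DMSO wells and medium-only wells, then curve-fitted and categorized by curve class.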
An asterisk follows results filed as active; ? = inconclusive; / = no result given; [ ] = remark or other dose. Calls come from the whole dose curve; as a rule, active = well fitted curve in the direction sought with a large enough effect; inconclusive = small, poorly fitted or top-dose-only effect, or another doubt; inactive = no such curve, though single readings can be large; an effect the other way counts as inactive or inconclusive. Potency is the fitted concentration of half-maximal effect.

Structure | KB-V1 cytotox | HT1080 IDH1KD tx | HEK293 tox | KB-3-1 cytotox | HT1080-NT tox | TDP43 rescue | SW480 rereplic | GLP1R inv ag | GLP1R ag
CN(C)C(=S)Nc1ccc(S(=O)(=O)N2CCCCC2)cc1 | 14.9% | 0.5% | -1.0% | 3.7% | -7.4% | -8.8% | -15.4% | -13.1% | 1.4%
COCCNC(=S)NC(=O)CC12CC3CC(CC(C3)C1)C2 | 16.4µM* | -14.4% | -2.1% | -23.8% | -11.8% | 20.0% | 22.5% | ? | 3.3%
CCN(C(=O)COC(=O)/C=C/c1cnc2ccccc2n1)c1ccccc1 | 9.3% | 0.1% | 19.7% | 4.9% | 8.6% | 4.0% | -14.8% | -9.0% | -2.2%
CCCCN1C(=O)C(C)=C(C)C1OCCc1ccc(OC)c(OC)c1 (stereo not drawn) | 8.0% | -4.3% | 6.4% | 0.2% | -1.4% | 13.7% | -54.9%[inhibitor] | 5.4% | 3.7%
O=C(Nc1ccc(-c2ccccc2)cc1)c1ccco1 | 14.9% | -2.6% | -8.9% | -7.9% | 0.7% | 7.7% | -9.6% | -18.5% | 0.5%
O=C(NCC(c1ccco1)S(=O)(=O)c1cccs1)c1ccc(C(F)(F)F)cc1 (stereo not drawn) | ? | / | 2.7% | -0.9% | / | 0.0%[9.22 µM] | / | -27.3% | /
Cc1nc(CNS(=O)(=O)c2cccs2)cs1 | 10.4% | -1.8% | 2.7% | ? | 12.6% | -10.9% | ? | 18.6% | -5.9%
CC(=O)Nc1c(-c2ccccc2)c2cc(Br)ccc2[nH]c1=O | 16.4% | -9.3% | 7.2% | -5.7% | -5.2% | -0.7% | 4.6% | -3.3% | 9.2%
O=C(COC(=O)C1CC2C=CC1C2)Nc1ccc([N+](=O)[O-])cc1 (stereo not drawn) | -3.3% | -14.5% | -20.7% | 9.4% | -16.9% | -24.8% | 28.6% | ? | 10.2%
COc1ccc(C(=O)COC(=O)c2nn(C)cc2Cl)cc1 | ? | 16.0% | -3.6% | -0.3% | 0.0% | -7.3% | -8.5% | 7.5% | 16.3%
Fc1ccc(/C=N/Nc2nccnc2Cl)cc1 | -6.9% | ? | -10.0% | ? | ? | 0.0% | -2.0% | 0.8% | 6.2%
Cc1ccc2c(c1)[C@H]1[C@H](CO2)[C@H](c2ccccc2)[C@]2(C)C(=O)Nc3ccc(F)cc3C(=O)N12 | ? | 5.8µM* | -23.7% | ? | ? | -9.5% | 5.8µM* | ? | -0.8%
O=C(CC(SCc1ccco1)c1ccc(O)cc1)c1cccs1 (stereo not drawn) | -24.4% | -4.0% | -12.7% | 20.6µM* | -11.8% | -1.3% | -2.8% | -2.7% | -23.8%
Cc1ccc2cc(CN(CCO)Cc3nnnn3Cc3ccc(F)cc3)c(=O)[nH]c2c1 | 2.1% | 8.1% | -1.3% | -7.1% | -4.2% | -5.4% | -3.3%[9.22 µM] | -3.4% | 11.8%
Cc1cccc(OCc2n[nH]c(=S)n2C2CCCCC2)c1 | -7.8% | ? | ? | -3.0% | ? | ? | -5.9% | ? | -0.2%
CCC1CN(C)C2Cc3c([nH]c4ccccc34)C(=O)CC1C2C(=O)OC (stereo not drawn) | 5.1% | -0.8% | -19.0% | 1.7% | 0.0% | -4.2% | -4.5% | 1.9% | -1.3%
CCC1CCCCN1C(=O)CSc1nnc(-c2ccco2)o1 (stereo not drawn) | -5.5% | 0.2% | -2.9% | -3.6% | -5.9% | 13.0% | -2.6% | 5.5% | -7.3%
O=C(COC(=O)c1cc(F)c(F)cc1Cl)NC1CC1 | ? | 7.2% | 6.5% | 14.2% | 1.7% | 16.6% | 0.8% | 4.1% | 0.1%
COC(=O)c1sc(S(=O)(=O)NCCCN(C)C)c(C(=O)OC)c1C | 0.0% | 9.3% | 9.9% | -8.4% | 6.6% | -21.3% | -5.6% | 8.0% | -2.5%
CN(c1ccccc1)S(=O)(=O)c1ccc(C(=O)NCc2ccccn2)cc1 | ? | 5.0% | 1.0% | -0.9% | -0.4% | 2.5% | -7.6% | 11.2% | 7.0%
Cc1ccc(OCCOCCOc2ccc(Br)cc2/C=N\NC(=O)c2ccncc2)cc1 | ? | ? | -22.5% | ? | ? | -32.3%[inhibitor] | ? | ? | 20.7%
O=C(CCN1CCN(C/C=C/c2ccccc2)CC1)Nc1cccc(F)c1 | -17.3% | -8.1% | -7.7% | -6.2% | -17.4% | 22.5% | 6.4% | ? | 11.9%
CN(C)C(=O)CCc1ccc2c3c([nH]c2c1)[C@]1(C)[C@@H](C(=O)N2CCOCC2)C[C@H](CC(=O)NCCC2=CCCCC2)C(=O)N1CC3 | 0.0% | 8.6% | -3.2% | 0.0% | 4.3% | 10.8% | ? | 2.4% | -4.2%
Cn1cccc1-c1nc2ccc(NC(=O)c3ccc([N+](=O)[O-])cc3)cc2[nH]1 | -22.1% | 6.1% | -11.1% | ? | -1.1% | 21.5% | -11.1% | -7.3% | 0.2%
O=C(Cn1c(=O)ccc2cc(S(=O)(=O)N3CCCC3)ccc21)NCc1ccc(Cl)cc1 | 4.0% | / | 0.2% | 2.9% | / | 17.7% | / | 7.0% | -0.5%

Grouped by structure: the entries above containing an aryl methoxy group (two)
Structure | KB-V1 cytotox | HT1080 IDH1KD tx | HEK293 tox | KB-3-1 cytotox | HT1080-NT tox | TDP43 rescue | SW480 rereplic | GLP1R inv ag | GLP1R ag
CCCCN1C(=O)C(C)=C(C)C1OCCc1ccc(OC)c(OC)c1 (stereo not drawn) | 8.0% | -4.3% | 6.4% | 0.2% | -1.4% | 13.7% | -54.9%[inhibitor] | 5.4% | 3.7%
COc1ccc(C(=O)COC(=O)c2nn(C)cc2Cl)cc1 | ? | 16.0% | -3.6% | -0.3% | 0.0% | -7.3% | -8.5% | 7.5% | 16.3%

Next section:
Structure | KB-V1 cytotox | HT1080 IDH1KD tx | HEK293 tox | KB-3-1 cytotox | HT1080-NT tox | TDP43 rescue | SW480 rereplic | GLP1R inv ag | GLP1R ag
Cc1ccc(S(=O)(=O)N(CC(=O)Nc2cccnc2)c2cc(Cl)ccc2C)cc1 | -4.4% | / | -26.4% | -5.7% | / | 12.4% | / | 10µM* | /
Cc1cc(C)n2nc(-c3ccc(F)cc3)cc2n1 | ? | 0.3% | 0.6% | -0.3% | -1.7% | ? | / | 2.8% | 10.8%
Cc1cc(C)cc(OCC(=O)OCC(=O)NC2CCCCCCC2)c1 | -1.9% | -12.1% | 0.0% | 6.5% | -0.6% | 15.0% | -1.5% | 12.2% | 1.2%
O=C(NCc1ccccc1Cl)c1cnccc1C(F)(F)F | 3.9% | 5.7% | 7.1% | 12.9% | 6.0% | 0.5% | -8.2% | 6.7% | -3.8%
Cc1ccc(NC(=O)c2ccc(Cl)c(N3C(=O)C=CC3=O)c2)cc1 | ? | ? | ? | ? | ? | -92.2%[inhibitor] | 13µM* | ? | -30.2%[inhibitor]
CCOc1ccc(NC(=S)NC(=O)c2c(Br)cnn2C)c([N+](=O)[O-])c1 | -16.3% | 14.1% | 4.6% | -6.6% | 14.0% | 15.8µM* | -470.2%[inhibitor] | -3.6% | -0.6%
COc1ccc(C(=O)Nc2ccncc2)cc1[N+](=O)[O-] | 3.9% | 0.2% | -8.2% | -11.2% | -2.4% | -16.5% | ? | 22.4% | 4.5%
CCOc1ccccc1C(=O)NCC(=O)NCCc1ccc(S(N)(=O)=O)cc1 | -5.1% | 11.7% | 34.2%[activator] | 4.6% | 8.9% | -4.9% | -4.3% | 11.9% | 3.8%
Cc1nn(CC(=O)NCc2ccccc2F)c(C)c1[N+](=O)[O-] | -2.2% | -1.9% | -1.3% | -5.3% | 2.4% | -19.3% | 2.7% | 0.4% | 3.2%
Cc1cc(OC(=O)c2cc(Br)ccc2Cl)c([N+](=O)[O-])c(=O)[nH]1 | 15.0% | 0.3% | -8.4% | 21.6% | -1.6% | 24.3% | -10.0% | 10.4% | -3.6%
CCc1ccc(C(=O)NNC(=O)CCC2CCCCC2)cc1 | 15.7% | 1.3% | -8.9% | 6.0% | 6.6% | 10.8% | -8.9% | -40.4% | 16.7%
O=C(CN1CCCCCC1)NCCc1ccc(F)cc1 | -23.7% | 6.6% | -22.2% | 6.2% | 3.5% | -2.9% | -0.9% | 2.6% | -2.1%
CCCC/C(C)=N/NC(=O)CN(c1ccc(Br)cc1)S(=O)(=O)c1ccccc1 | -0.7% | 1.8% | 2.7% | 2.6% | 1.5% | 23.0% | ? | 5.9% | 10.2%
Cc1ccc(-n2c(=O)c3sccc3n(CC(=O)NC3CCCCC3)c2=O)cc1 | -0.6% | 14.8% | -5.4% | 2.6% | 5.6% | -3.8% | 0.8% | 1.6% | 4.2%
Cc1cc(=O)n(CC(=O)O)c2ccccc12 | ? | 2.5% | 9.8% | -17.3% | 0.4% | 16.5% | -38.8%[inhibitor] | 9.0% | -2.1%
CCOc1ccc(S(=O)(=O)NNC(=O)c2cc3ccccc3o2)cc1 | ? | -0.3% | -15.1% | -5.8% | 13.4% | -2.6% | -5.6% | 4.0% | -1.6%
Cn1c(Cn2nnc(-c3ccccc3)n2)nnc1SCc1ccccc1Cl | ? | -8.7% | -13.6% | -4.8% | -7.9% | 0.6% | -4.5% | -14.4% | -5.5%
CCOC(=O)[C@H]1[C@H]2COc3ccc(OC)cc3[C@H]2N2C(=O)CNC(=O)[C@@]12C | -1.5% | 4.3% | 3.1% | -8.6% | 24.3% | -13.2% | -3.0% | 14.6% | -2.6%
CCc1ccc(C2=NN(c3ccc(S(N)(=O)=O)cc3)C(c3ccc(F)cc3)C2)cc1 (stereo not drawn) | ? | ? | 45.3%[activator] | ? | ? | 14.1µM* | 9.2µM* | -12.7% | -12.1%
Cc1ccc(S(=O)(=O)CCN2CCC(O)(c3ccccc3)CC2)cc1 | -0.6% | 7.9% | -15.1% | -12.6% | 5.2% | 12.3% | -3.7% | 0.9% | 4.5%

High-throughput results deposited in PubChem BioAssay by National Center for Advancing Translational Sciences (NCATS).
